From PubChem BioAssay
Giardia kill = kills Giardia lamblia | Giardia lamblia trophozoite viability | activity change, % at 7.66 µM, hits read low | 0.15% of 340,000 active | AID 540267; in the data active means activity change below about -80%; inconclusive means between about -30% and that limit;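 further: parasites exposed to compound for two days anaerobically before the ATP read; on the % scale 0 is the no-effect control and ±100 the full control effect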
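Giardia trophozoites, 100 cells per well, were exposed to compounds for 48 hrs at 37 deg C under anaerobic conditions; viability was then read as ATP content by bioluminescence after 15-30 min at room temperature.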
TSHR antag = human thyrotropin receptor antagonism | TSHR-expressing cells, TSH-stimulated cAMP HTRF, 2 h; active compounds read low | 0.2% of 330,000 active | activity change, negative = inhibition, % at 11.5 µM | P16473;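 active means activity change below a set negative limit, meaning inhibition stronger than a set level, cut at about -70% in these data; inconclusive means activity change between two set negative limits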; further: on the % scale 0 is the no-effect control and ±100 the full control effect
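Inhibition of cAMP made by TSHR-expressing cells under TSH stimulation (4nM final, EC80; 2 h, 37 deg C) is quantified with a one-step lysis HTRF kit, anti-cAMP cryptate versus cAMP-d2.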
Tb PFK block = blocks T. brucei phosphofructokinase | AID 485367 | 0.17% of 330,000 active | T. brucei PFK, ADP-Glo luminescence | O15648 | Potency, µM (doses to about 57.5 µM), without a hit: at the highest dose activity, negative = inhibition, actives largely listed as inhibitors;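 further: potency means the concentration at half of the fitted maximal effect; 0% = uninhibited 1x PFK enzyme wells and -100% = no-enzyme wells; nearly all actives have a fitted effect of over 60% in size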
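In TEA buffer at pH 8.0 with 5 mM MgCl2, enzyme (1.25 nM) converted F6P (0.5 mM) and ATP (0.1 mM) for 45 min at room temperature. ADP product was read by luciferase luminescence.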
Coupling enz = coupling enzyme interference in Giardia aldolase counter-screen | coupling enzyme system counterscreen, AmpLite Red fluorescence | activity change, negative = inhibition, % at 58.2 µM, hits read low | 0.67% of 290,000 active | AID 2472; in the data active means activity change below about -30%; further: on the % scale 0 is the no-effect control and ±100 the full control effect
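First, compound is pin-transferred into glyceraldehyde-3-phosphate coupling-enzyme reagent at 57.5 uM final and held 10 min at RT. Next, substrate, coupling system and AmpLite Red are added. After 20 min RT, fluorescence (525/598 nm) is read.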
Chronic BCR inh = chronic active BCR signaling inhibition; 0.05% of 340,000 active; Potency, µM (highest dose often 46.1 µM), for inactives: at the highest dose ratio change, negative = lower green/red ratio, hits mostly inhibitors; AID 493014; ABC-DLBCL IkBa-CBG/CBR reporter, luminescence ratio, 4 h; active means well fitted inhibition curve with a large enough effect in the signal ratio, with a control signal flat, not every such curve was filed as active; inconclusive means small, poorly fitted or top-dose-only effect, or effect the other way, or a change in a side signal; the % refers to the signal ratio;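 further: potency means the concentration at half of the fitted maximal effect; plate controls were basal doxycycline-induced cells for no effect and cells given 10 µM MG132 for full effect; MG132 reads +100%, hits lower the ratio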
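TMD8 ABC-DLBCL cells carrying doxycycline-inducible green luciferase fused to IkappaBalpha plus unfused red luciferase were exposed to compounds (up to 46 uM) for 4 hrs at 37C. Activity came from the overlap-corrected green/red luminescence ratio.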
GALK inh = blocks human galactokinase activity. 0.007% of 270,000 active. Purified GALK, Kinase-Glo residual ATP luminescence. AID 1868. P51570. Potency, µM (series often up to 57.5 µM), inactives show at the top dose activity change, negative = inhibition, most hits filed as inhibitors; further: potency means the concentration at half of the fitted maximal effect; on the % scale 0 is the no-effect control and ±100 the full control effect
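GALK at 5 nM final was combined with compound, 35 uM ATP and 100 uM galactose in HEPES pH8.0 with MgCl2 and DTT. The reaction ran one hour at room temperature before luminescent ATP detection.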
KCNH2 WT inh = KCNH2 (human, wildtype) channel inhibition. activity change, % at 1.84 µM. Q12809. 0.37% of 340,000 active. U2OS, BacMam KCNH2, thallium flux FluxOr; active compounds read low;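 active means maximum activity change below -70%; inconclusive means maximum activity change between -70% and -50%; inactive means maximum activity change above -50%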; further: on the % scale 0 is the no-effect control and ±100 the full control effect
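U2OS cells were transduced with wild-type KCNH2 virus (2.03 x 10^8 / mL) for 4 h at room temperature, then cultured overnight at 37 C. Thallium flux was read with FluxOr dye. Rate constants were normalized to DMSO controls.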
TCR activator = activators of T cell receptors; AID 504894; primary human leukocytes, anti-CD3, IL-2 HTRF, 48 h; Potency, µM (doses to about 9.22 µM), for the others: top-dose activation of IL-2 secretion, usual class: activators; 330,000 tested, under 10 active; further: % of control where 0% means no effect
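Readout: HTRF IL-2, Eu-cryptate/d2 antibody pair, 320nm excitation, 665nm emission. Stimulus: a-CD3 beads, no co-stimulation. Cells: primary human leukocytes. Exposure: 48 hr with compound.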
A-T KAP1 phos = candidate therapy for ataxia-telangiectasia. Potency, µM (titrated, usually from 57.5 µM), without a hit: at the highest dose activation, most hits filed as activators. AID 485349. 0.19% of 320,000 active. […] A-T fibroblasts, KAP-1 phosphorylation AlphaLISA; neocarzinostatin DNA damage 30 min before lysis; further: potency means the concentration at half of the fitted maximal effect; % of control where 0% means no effect; nearly all actives have a fitted effect of over 45% in size
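ATM-like activity read as KAP-1 phosphorylation via AlphaLISA donor/acceptor antibody pairs after lysis and 6 hr at 25C. Cells were ATM-null patient fibroblasts ([…], hTERT), dosed 60 min, then exposed to the DSB inducer NCS for 30 min.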
MLL CXXC-DNA inh = MLL CXXC-DNA interaction inhibition; Q03164; MLL-CXXC / FITC-HOXA9 DNA fluorescence polarization; Potency, µM (highest dose often 115 µM), inactives show top-dose activity change, negative = inhibition, hits mostly inhibitors; 0.037% of 290,000 active; AID 2662; active means well fitted inhibition curve with a large enough effect in the polarisation, with a control signal flat, not every such curve was filed as active; inconclusive means small, poorly fitted or top-dose-only effect, or effect the other way, or a change in a side signal; inactive means no such curve, though single readings can be large or run the other way; the % refers to the polarisation; further: potency means the concentration at half of the fitted maximal effect
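Purified MLL-CXXC (added from a 7 uM solution) was preincubated 5 min at ambient with pinned compounds in 50 mM Tris-HCl pH 7.5, 50 mM NaCl, 1 mM DTT, 0.05% BSA. Fluorescein-labeled HOX-A9 DNA (50 nM solution) followed, 30 min, then polarization read.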
An asterisk follows results filed as active; ? = inconclusive; / = not tested or not shown; & = joins results of further samples; [ ] = dose if it differs, or a comment. Unless noted, the call rests on the fitted dose curve; in most records, active means well fitted curve in the direction sought with a large enough effect; inconclusive means small, poorly fitted or top-dose-only effect, or another doubt; inactive means no such curve, though single readings can be large; an effect the other way counts as inactive or inconclusive.

SMILES | Giardia kill | TSHR antag | Tb PFK block | Coupling enz | Chronic BCR inh | GALK inh | KCNH2 WT inh | TCR activator | A-T KAP1 phos | MLL CXXC-DNA inh
NC(=O)COc1ccccc1/C=C1/SC(=O)N(CC(=O)N2CCc3ccccc3C2)C1=O | 13 | -4 | -1% | 1 | ? | -3% | 7 | -2% | 5% | 4%
CC(=O)Nc1cccc(NC(=O)C2CC(=O)N(CCc3ccc(F)cc3)C2)c1 (stereo not drawn) | 7 | 4 | 1% | 1 | -12% | 1% | 0 | 0% | -2% | 10%
COc1cc2c(cc1OC)CN(C(=O)c1ccc(S(=O)(=O)N(C)c3ccccc3)cc1)CC2 | 16 | -17 | 6% | 1 | ? | 2% | 1 | 1% | 11% | 2%
CCCCn1c(=NC(=O)c2cccnc2)c(C#N)cc2c(=O)n3cccc(C)c3nc21 | 3 | -14 | 1% | -1 | 9% | 1% | 2 | -6% | -1% | -18%
O=C(Nc1ccc(C(=O)N2CCOCC2)cc1)c1ccccc1[N+](=O)[O-] | -15 | 7 | -6% | / | -9% | 2% | 8 | 0% | 1% | 7%
COc1cccc(NC(=S)N2CCC(Cc3ccccc3)CC2)c1 | -2 | 37 | -6% | / | 0% | -2% | 9 | -11% | -12% | -7%
O=C(NCCN1CCC(Cc2ccccc2)CC1)C1CCCN(S(=O)(=O)c2cnc[nH]2)C1 (stereo not drawn) | 25 | -3 | -1% | 1 | -3% | 3% | 0 | 13% | -2% | -2%
COc1ccc(C2/C(=C(/O)c3ccc(C)cc3)C(=O)C(=O)N2c2ccccn2)cc1OC (stereo not drawn) | -4 | 7 | 14% | -1 | -1% | -3% | -5 | -3% | -14% | -5%
O=C(Nc1ccccc1)c1ccc(Cn2cc(C(F)(F)F)ccc2=O)cc1 | 11 | 0 | -1% | 5 | -11% | -1% | 15 | 9% | -5% | -1%
COc1ccccc1CN=C1NC(=O)C(CC(=O)Nc2ccc(OC)c(OC)c2)S1 (stereo not drawn) | -1 | 11 | -2% | 1 | 1% | 0% | 1 | 1% | 1% | -1%
Cn1cnc(S(=O)(=O)Nc2ccc3c(c2)OCCO3)c1 | -18 | 5 | 3% | -1 | 0% | 7% | 1 | 5% | 0% | 5%
Cn1ccnc1C(O)(c1ccccc1)c1nccn1C | 5 | 0 | 0% | 0 | -6% | -1% | 2 | -2% | 5% | ?
CCOc1ccc(NC(=O)CSC2=NN3CCCC(=O)N=C3S2)cc1 | 12 | 59 | -2% | 1 | -11% | -2% | 12 | -1% | 8% | -3%
COc1ccc(C(=O)c2cc3cccc(OC)c3o2)cc1 | -3 | -8 | -2% | 1 | -12% | -1% | -1 | -6% | 4% | 17%
COc1cccc(OC)c1C(=O)Nc1cc(Cl)ccc1N1CCOCC1 | 10 | 4 | -1% | 0 | -4% | 1% | 16 | -3% | 2% | 4%
CC1=C(C(=O)OCc2ccccc2)C(c2ccc(C(F)(F)F)cc2)NC(=O)N1CCCCCC(=O)O (stereo not drawn) | 3 | -3 | -10% | 13&-1 | 0% | / | -4 | 0% | -12% | -16%
Cc1cc(NC(=O)c2ccc(Br)cc2)nc(C)n1 | 35[activator] | -2 | -2% | 3 | ? | 1% | -22 | -4% | -2% | 5%
Cc1ccc(C(=O)N/C(=C\c2ccc(-c3ccc(Br)cc3)o2)C(=O)NC2CCS(=O)(=O)C2)cc1 (stereo not drawn) | 0 | 8 | 0% | 3 | -7% | -3% | 0 | -5%[46.1 µM] | -9% | 0%
O=C(NC1CCCCC1)C(c1cccs1)N(C(=O)c1ccco1)c1ccc2c(c1)OCCO2 (stereo not drawn) | 0 | -10 | -2% | -7 | ? | -4% | -11 | 9%[46.1 µM] | 1% | 16%
N#Cc1c(NC(=O)COC(=O)c2ccc(S(=O)(=O)N3CCCC3)cc2)sc2c1CCCCC2 | 6 | 24 | -3% | 4 | 22% | 0% | 12 | 4%[46.1 µM] | 3% | 18%
Cc1ccccc1Cc1c(C)nc2c(C(=O)NCc3ccc4c(c3)OCO4)cnn2c1C | 8 | 1 | 0% | 2 | 3% | -1% | 6 | / | / | 16%
CCOC(=O)n1c(=O)n(Cc2ccccc2)c2ccccc21 | -6 | -23 | 0% | -1 | -4% | 0% | -9 | -5% | -1% | 8%
O=C(C[C@H]1C/C=C\C[C@@H](Cc2ccc(F)cc2)C(=O)OC[C@H]2CCCN2C1=O)N[C@H](CO)Cc1ccccc1 | 2 | 21 | 0% | / | -2% | / | 11 | -3% | -12% | /
O=C(Nn1cnnc1)C1CCCN1S(=O)(=O)c1ccc(F)cc1 (stereo not drawn) | 16 | 16 | -2% | 3 | 0% | 0% | 21 | 0% | -2% | 8%
CCOC(=O)NC(=O)COC(=O)Cc1cc(OC)c(OC)c(OC)c1 | 12 | 5 | 11% | 0 | -8% | 0% | -4 | -3% | 4% | 10%
O=C(NNC(=S)NCc1ccco1)C(c1ccccc1)c1ccccc1 | -1 | 5 | -5% | 0 | -1% | 2% | -7 | -2% | -3% | 17%
CSc1ccccc1NC(=O)Nc1cccc(F)c1 | -29 | -7 | -7% | -3 | ? | 7% | 5 | 6% | 2% | 2%
COc1ccc(N(C(=O)c2ccco2)S(=O)(=O)c2cccc([N+](=O)[O-])c2)cc1 | 0 | 0 | -1% | 2 | 9% | 2% | 7 | 3% | / | 321%[activator]
COc1cccc(C2/C(=C(\O)c3ccc4c(c3)OCO4)C(=O)C(=O)N2CCN(C)C)c1OC (stereo not drawn) | 5 | 12 | 0% | -4 | 7% | -1% | 52 | 2% | 4% | -2%
CN(C(=O)C12CC3CC(CC(C3)C1)C2)C1CCS(=O)(=O)C1 (stereo not drawn) | -15 | -1 | 0% | 3 | 4% | 3% | -19 | 0% | 15% | -4%
Cc1cc(C(=O)N2CCCC(N3CCN(Cc4ccc5c(c4)OCO5)CC3)C2)n[nH]1 (stereo not drawn) | ? | 6 | 0% | -1 | -3% | -1% | 26 | -2% | / | 2%
Cc1noc(C)c1CSc1ccc(Br)cc1 | 21 | 12 | 14% | -1 | ? | 0% | 2 | 1% | 21% | 13%
O=C(N/N=C/c1cc2c(cc1Br)OCO2)c1cccnc1 | 28 | 5 | -1% | 0 | ? | 4% | -7 | 3% | 1% | ?
CCN(CC)c1ccc(/C=C2/C(=O)c3ccc(C(=O)O)cc3C2=O)cc1 | -27 | ? | 12% | 2 | ? | -1% | -7 | 7%[46.1 µM] | 7% | ?
O=C(Nc1ccccc1)C1=C[C@H](c2csc3ccccc23)C[C@H](OCc2ccc(CO)cc2)O1 | 11 | -5 | 2% | 0 | ? | -2% | 2 | 3% | 12% | -1%
COc1ccc(C(=O)Nc2ccc(S(=O)(=O)NC(C)(C)C)cc2)cc1[N+](=O)[O-] | 9 | -2 | -1% | 0 | ? | 0% | 31 | -1% | -7% | ?
O=C(Nc1ccccc1)C1=C[C@@H](c2ccc(C(F)(F)F)cc2)C[C@@H](OCc2ccc(CO)cc2)O1 | 4 | -11 | 6% | -5 | ? | -1% | -10 | -4% | -18% | -6%
Cn1c(=O)[nH]c(=O)c2c1nc(N1CCCCC1)n2CC(O)COc1ccccc1 (stereo not drawn) | -6 | -5 | 2% | 0 | -1% | -3% | 10 | 4% | 1% | 1%
COc1cccc(C(=O)NN2C(=S)N(c3ccccc3)C(=O)C2CC(N)=O)c1 (stereo not drawn) | -19 | 9 | ? | 2 | ? | / | 3 | 0% | -8% | -6%
CCCCn1nc(NC(=O)c2cccs2)c2cc3ccccc3nc21 | 2 | -5 | 3% | -3 | ? | 0% | 7 | -2% | 26% | -1%
CCc1ccc(OCC(=O)NC(NC(=S)Nc2ccccc2)C(Cl)(Cl)Cl)cc1 (stereo not drawn) | -10 | -2 | 0% | -2 | 6% | 0% | -9 | -8%[46.1 µM] | -5% | 12%
O=C(CSCC(=O)NC1CC1)Nc1ccc2ccccc2c1 | 0 | 4 | -6% | -1 | -25% | -4% | -6 | -3%[46.1 µM] | 1% | -2%
O=C(CSc1nnc2n1CCCN2)c1ccc(Cl)cc1 | -3 | 9 | -4% | -4 | 0% | 1% | 4 | -1%[46.1 µM] | 8% | 8%
Cc1cccc(OCC(=O)Nc2ccc(NC(=O)c3ccccc3)cc2)c1 | -4 | -4 | -10% | 0 | 2% | -2% | -6 | 3% | 3% | -5%

A few values from the list:
CN(C(=O)C12CC3CC(CC(C3)C1)C2)C1CCS(=O)(=O)C1 (stereo not drawn) in A-T KAP1 phos has 15%
O=C(C[C@H]1C/C=C\C[C@@H](Cc2ccc(F)cc2)C(=O)OC[C@H]2CCCN2C1=O)N[C@H](CO)Cc1ccccc1 in TCR activator has -3%
